Screening data (PubChem)
Tb PFK block: qHTS Assay to Find Inhibitors of T. brucei phosphofructokinase; T. brucei PFK, ADP-Glo luminescence; Potency, µM (top dose mostly 57.5 µM), without a hit: top-dose activity, negative = inhibition, hits mostly inhibitors; hit rate 0.17% among 330,000;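 further: potency means the concentration at half of the fitted maximal effect; 0% = uninhibited 1x PFK enzyme wells and -100% = no-enzyme wells; nearly all actives have a fitted effect of over 60% in size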
Target sequence (O15648 whole entry, looked up): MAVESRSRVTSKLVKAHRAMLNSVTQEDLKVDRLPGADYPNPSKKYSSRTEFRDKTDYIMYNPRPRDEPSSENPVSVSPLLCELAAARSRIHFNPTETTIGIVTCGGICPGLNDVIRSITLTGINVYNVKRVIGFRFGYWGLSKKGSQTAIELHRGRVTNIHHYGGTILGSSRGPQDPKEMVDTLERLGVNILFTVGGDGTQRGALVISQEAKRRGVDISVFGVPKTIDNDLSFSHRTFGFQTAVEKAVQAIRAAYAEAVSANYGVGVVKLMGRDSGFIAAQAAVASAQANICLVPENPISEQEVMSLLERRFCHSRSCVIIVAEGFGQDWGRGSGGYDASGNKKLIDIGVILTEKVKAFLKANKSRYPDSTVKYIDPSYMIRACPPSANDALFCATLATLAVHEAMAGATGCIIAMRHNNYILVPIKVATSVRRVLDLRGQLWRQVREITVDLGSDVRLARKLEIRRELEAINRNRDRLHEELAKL
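Compounds were pin-transferred as a titration series up to 57 uM into substrate buffer (0.5 mM F6P, 0.1 mM ATP, pH 8.0), then 1.25 nM PFK was added and reactions ran 45 min before ADP-Glo detection.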
BCR signal inh: qHTS Assay to Find Inhibitors of Chronic Active B-Cell Receptor Signaling | Potency, µM (doses to about 46.1 µM), for the others: at the highest dose ratio change, negative = lower green/red ratio, usual class: inhibitors | ABC-DLBCL IkBa-CBG/CBR reporter, luminescence ratio, 4 h | hit rate 0.05% among 340,000; active means well fitted inhibition curve with a large enough effect in the signal ratio, with a control signal flat, not every such curve was filed as active; inconclusive means small, poorly fitted or top-dose-only effect, or effect the other way, or a change in a side signal; the % refers to the signal ratio;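 further: potency means the concentration at half of the fitted maximal effect; plate controls were basal doxycycline-induced cells for no effect and cells given 10 µM MG132 for full effect; MG132 reads +100%, hits lower the ratio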
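TMD8 human ABC-DLBCL cells with doxycycline-inducible IκBα–green luciferase fusion and unfused red luciferase, in 0.5% FBS medium; compounds up to 46 uM, 4 h at 37C. Green/red luminescence ratio, filter-overlap corrected, fitted to concentration-response curves.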
PTAP TSG101 blk: qHTS Assay for Iinhibitors of HIV-1 Budding by Blocking the Interaction of PTAP/TSG101; Potency, µM (series often up to 115 µM), for the others: at the top dose activity change, negative = inhibition, usual class: inhibitors; Fluorescence polarization, FITC-PTAP peptide / Tsg101 binding; 340,000 tested, under 10 active; Tumor susceptibility gene 101 protein (Homo sapiens), Q99816; active means well fitted inhibition curve with a large enough effect in the main read-out, with a control signal flat, not every such curve was filed as active; inconclusive means small, poorly fitted or top-dose-only effect, or effect the other way, or a change in a side signal; inactive means no such curve, though single readings can be large or run the other way; further: potency means the concentration at half of the fitted maximal effect; % of control where 0% means no effect
Target sequence (Q99816 whole entry, looked up): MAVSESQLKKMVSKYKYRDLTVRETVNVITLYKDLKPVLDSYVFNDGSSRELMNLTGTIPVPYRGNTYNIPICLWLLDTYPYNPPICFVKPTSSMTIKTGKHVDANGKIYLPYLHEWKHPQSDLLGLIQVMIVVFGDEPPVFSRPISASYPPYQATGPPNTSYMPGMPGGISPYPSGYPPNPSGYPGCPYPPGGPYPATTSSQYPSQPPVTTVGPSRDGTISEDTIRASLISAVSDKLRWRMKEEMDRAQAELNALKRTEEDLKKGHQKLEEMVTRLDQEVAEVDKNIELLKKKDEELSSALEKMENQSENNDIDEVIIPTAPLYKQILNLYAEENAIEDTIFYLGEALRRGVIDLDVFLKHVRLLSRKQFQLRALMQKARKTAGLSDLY
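Compounds were pin-transferred onto Tsg101 binding domain (10 uM final) in HEPES pH 7.5 buffer, then FITC-PTAP peptide was added at 50 nM final. After 20 min at RT, polarization reported peptide displacement across a qHTS concentration series.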
ELG1 DNA repair: qHTS screen for small molecules that inhibit ELG1-dependent DNA repair in human embryonic kidney (HEK293T) cells expressing luciferase-tagged ELG1; Potency, µM (top dose mostly 46.1 µM), for inactives: at the top dose activity change, negative = inhibition, most hits filed as inhibitors; hit rate 2.3% among 330,000; HEK293T ELG1-luciferase reporter, luminescence, 16 h; DNA damage induced by 5-fluorouridine; further: potency means the concentration at half of the fitted maximal effect; on the % scale 0 is the no-effect control and ±100 the full control effect; nearly all actives have a fitted effect of over 55% in size
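DMSO vehicle served as the neutral condition. Each well held 2,000 cells given 5-fluorouridine plus compound; after 16 hr at 37 °C/5% CO2, ONE-Glo was added and luciferase measured 30 min later.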
a7 integrin act: qHTS for Activators of Integrin-Mediated Alleviation for Muscular Dystrophy; alpha7betagal myoblasts, beta-gal FDG fluorescence, 48 h; Potency, µM (series often up to 38.3 µM), without a hit: at the highest dose activation, hits mostly activators; hit rate 0.064% among 350,000; AID 624291, 2012;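 further: potency means the concentration at half of the fitted maximal effect; 100% = response of the positive control SU9516; nearly all actives have a fitted effect of over 60% in size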
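Alpha7betagal+/- myoblasts (passage 13) were plated 16-24 hr, then exposed to compounds (1:260 dilution of DMSO stock) for 48 hours at 37C. After MPER lysis, β-galactosidase reporter activity was read as FDG fluorescence (ex 480/em 540) after 30 minutes.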
Mito fusion yeast: qHTS Assay for Small Molecule Inhibitors of Mitochondrial Division or Activators of Mitochondrial Fusion. S. cerevisiae fusion-defective mutant growth rescue, CellTiterGlo 48 h. AID 485298, 2010. hit rate 0.23% among 320,000. Potency, µM (top dose mostly 46.1 µM), for the others: at the highest dose growth rescue (activation), most hits filed as activators;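 further: potency means the concentration at half of the fitted maximal effect; % of control where 0% means no effect; nearly all actives have a fitted effect of over 45% in size; temperature-sensitive fusion mutants such as fzo1-1 at 37 °C on non-fermentable ethanol glycerol medium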
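Read-out: ATP-based luminescence (CellTiterGlo, 10 min ambient) reporting growth of fusion-defective ts yeast after 48 hours at 37C on glycerol/ethanol YPEG medium in the presence of compound.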
TCR activator: Activators of T cell receptors: qHTS campaign; primary human leukocytes, anti-CD3, IL-2 HTRF, 48 h; Potency, µM (doses to about 9.22 µM), for inactives: top-dose activation of IL-2 secretion, most hits filed as activators; 330,000 tested, under 10 active; AID 504894, 2011; further: % of control where 0% means no effect
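Primary human leukocytes incubated 48 hr with anti-CD3 beads plus compound, without co-stimulation. Secreted IL-2 measured by HTRF (europium cryptate/d2 anti-IL-2 pair, 320 nm excitation, 665 nm emission).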
TSHR antag: Antagonists of the Thyroid Stimulating Hormone Receptor: HTS campaign; Thyrotropin receptor (Homo sapiens), P16473; TSHR-expressing cells, TSH-stimulated cAMP HTRF, 2 h; active compounds read low; activity change, negative = inhibition, % at 11.5 µM; hit rate 0.2% among 330,000; AID 504810, 2011;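 active means activity change below a set negative limit, meaning inhibition stronger than a set level, cut at about -70% in these data; inconclusive means activity change between two set negative limits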; further: on the % scale 0 is the no-effect control and ±100 the full control effect
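Read-out is FRET at 665 nm (cryptate excitation 337 nm) from a cryptate-tagged anti-cAMP antibody, competed by cell cAMP against cAMP-d2. Compounds are tested on freshly harvested TSHR cells challenged with 4nM TSH (EC80) for 2 hours at 37 deg C.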
ASM inhibitor: Inhibitors of Secretory Acid Sphingomyelinase (S-ASM): qHTS; Sphingomyelin phosphodiesterase (Homo sapiens), P17405; placental ASM, HMU-PC fluorogenic substrate, 60 min; Potency, µM (highest dose often 57.5 µM), for the others: at the highest dose activity change, negative = inhibition, actives largely listed as inhibitors; hit rate 0.006% among 340,000; AID 504937, 2011; further: potency means the concentration at half of the fitted maximal effect
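Fluorogenic HMU-PC substrate (9 uM final) is turned over by placental ASM in 60 min at 37 C after a 10 min compound preincubation. Reaction ended by alkaline stop (pH 10), with fluorescence read at 386/447 nm.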
A-T KAP1 phos: qHTS Assay for Identifying a Potential Treatment of Ataxia-Telangiectasia. […] A-T fibroblasts, KAP-1 phosphorylation AlphaLISA; neocarzinostatin DNA damage 30 min before lysis. Potency, µM (doses to about 57.5 µM), for inactives: at the top dose activation, actives largely listed as activators. hit rate 0.19% among 320,000; further: potency means the concentration at half of the fitted maximal effect; % of control where 0% means no effect; nearly all actives have a fitted effect of over 45% in size
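hTERT-immortalized A-T patient fibroblasts ([…]), 500 cells/well in OPTI-MEM, 1% FBS, got compounds for 60 min, then NCS for 30 min at 37C. Lysates were then assayed for phospho-KAP-1 by AlphaLISA (anti-pKAP1 donor, anti-KAP1 acceptor beads), 6 hr at 25C.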
Eya2 inh: qHTS Assay for Inhibitors of the Phosphatase Activity of Eya2. Protein phosphatase EYA2 (Homo sapiens), O00167. recombinant Eya2, OMFP fluorescence dephosphorylation (OMFP is methylfluorescein phosphate). Potency, µM (doses to about 76.9 µM), without a hit: at the top dose activity, negative = inhibition, actives largely listed as inhibitors. hit rate 0.006% among 330,000; further: potency means the concentration at half of the fitted maximal effect; on the % scale 0 is the no-effect control and ±100 the full control effect
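Eya2 (0.2 uM) preincubated 10 min at ambient with compound, then OMFP substrate added at 50 uM; 10 min reaction in 50 mM HEPES pH 7.5, 50 mM NaCl, 5 uM MgCl2, 0.05% BSA, 1 mM DTT. Fluorescence read at Ex 485/Em 525 nm.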
Active calls of the source: *; ? = inconclusive; . = no result given; [ ] = another dose, or the depositor's remark. Unless noted, the call rests on the fitted dose curve; in most records, active means well fitted curve in the direction sought with a large enough effect; inconclusive means small, poorly fitted or top-dose-only effect, or another doubt; inactive means no such curve, though single readings can be large; an effect the other way counts as inactive or inconclusive.

SMILES	Tb PFK block	BCR signal inh	PTAP TSG101 blk	ELG1 DNA repair	a7 integrin act	Mito fusion yeast	TCR activator	TSHR antag	ASM inhibitor	A-T KAP1 phos	Eya2 inh
CCOC(=O)c1ccc(NC(=O)c2cc3c(C)nn(-c4ccccc4Cl)c3s2)s1	-0.2%	0.9%	0.5%	?	2.0%	5.2%	7.2%[46.1 µM]	15.4	16.1%	-6.8%	-5.1%
O=C(Nc1ccccc1)Nc1ccc(Cl)c([N+](=O)[O-])c1	-16.1%	?	-0.3%	?	18.5%	-1.6%	9.4%[46.1 µM]	-30.8	1.2%	-3.2%	-22.1%
C=CCN=C1CCCc2c1[nH]c1ccc(C)cc21	-1.4%	?	-3.7%	?	12.8%	1.0%	-4.5%	13.0	8.7%	-1.9%	-21.3%
O=C(NC(=S)N1CCCCC1c1cccnc1)c1ccc(Br)cc1 (configuration not stated)	-11.4%	3.2%	-3.8%	0.5%	-10.4%	-0.1%	6.5%	15.4	-2.1%	0.1%	-15.8%
Cc1noc(C)c1S(=O)(=O)Nc1cccc(CO)c1	-3.3%	1.5%	-1.4%	-4.9%	24.1%	-2.6%	1.4%	-2.6	-1.5%	0.8%	4.5%
COc1cc(NS(=O)(=O)c2ccc(C)cc2)ccc1-n1cnnn1	0.6%	-14.6%	-5.6%	5.1%	4.9%	3.7%	-0.3%	-7.6	-0.1%	7.1%	-4.9%
COC(=O)c1cnc2c(c(C)nn2C)c1OC	-1.6%	-3.2%	-6.1%	-2.0%	-20.7%	5.0%	1.0%	36.0	-0.5%	1.4%	16.6%
O=S(=O)(N[C@H](CO)Cc1ccccc1)c1ccc(Br)cc1F	-1.5%	2.8%	-1.6%	?	6.9%	.	0.0%[46.1 µM]	2.9	-6.9%	.	6.8%
CCOc1ccc(OCC(=O)Nc2nccs2)cc1	26.9µM*	?	0.2%	?	25.5%	-0.9%	-6.0%	17.5	0.0%	-6.2%	2.4%
Cc1ccnc(NC(=O)CCC(=O)N(CC(=O)NC(C)(C)C)c2ccc3c(c2)OCCO3)c1	-1.2%	5.8%	-4.1%	-1.8%	-36.6%	4.0%	-1.5%	5.2	-1.5%	1.7%	5.1%
CCCCN1CNC(=S)N(c2cc(C)ccc2C)C1	0.5%	-24.5%	-4.9%	0.0%	-20.8%	-6.9%	-4.2%	-0.1	4.5%	-3.7%	-18.6%
COC(=O)CCC(=O)OC	0.0%	2.9%	-0.9%	0.9%	25.1%	.	-1.9%	5.4	1.9%	10.1%	3.4%
CCOc1ccc(NC(=O)COC(=O)Cc2ccc(S(=O)(=O)N3CCOCC3)s2)cc1	2.4%	6.9%	-8.3%	5.7%	20.8%	0.5%	.	8.2	-3.2%	-2.0%	-4.0%
Cc1ccc(-c2noc(-c3ccccc3C(=O)N3CCN(C)CC3)n2)cc1	-1.1%	-0.4%	-1.7%	?	35.9%	-3.0%	-2.1%	1.5	3.7%	13.0%	-7.9%
Cc1ccc(Oc2ccccc2NC(=O)CN2C(=O)NC3(CCCC3)C2=O)cc1	-9.1%	-1.7%	0.1%	6.9%	21.9%	-2.3%	-3.7%	10.5	-2.7%	-1.9%	5.6%
O=C(/C=C/c1ccccc1)N(Cc1ccc(Cl)cc1)C1CCS(=O)(=O)C1 (configuration not stated)	2.8%	-17.2%	-1.3%	-3.5%	-12.5%	9.4%	-27.3%	15.5	0.0%	0.0%	16.0%
COc1ccccc1-n1ccnc(SCC(=O)NCc2ccccc2)c1=O	-0.3%	?	0.2%	-1.4%	-3.7%	1.0%	8.9%	-9.0	5.5%	3.4%	-2.2%
O=C(CSc1nnc(-c2ccccc2O)o1)NC1CCCCC1	-0.1%	-20.7%	-0.3%	19.6%	1.9%	9.0%	-0.8%	-3.7	-2.1%	-2.6%	-14.4%
Cc1nc(SCC(=O)NC2CCS(=O)(=O)C2)c(C#N)c(C)c1C (configuration not stated)	-7.5%	-3.2%	-3.2%	0.2%	-8.8%	-4.3%	0.2%	13.4	9.6%	-2.3%	7.9%
CN(CCNC(=O)c1cn(C)c2ccc(S(=O)(=O)N(C)C)cc2c1=O)CCc1ccccc1	2.3%	?	-3.1%	-3.7%	5.4%	-0.7%	17.1%	7.0	4.8%	5.8%	14.9%
COCC1CCCN(Cc2nc(C(c3ccccc3)c3ccccc3)no2)C1 (configuration not stated)	9.5%	15.7%	-1.0%	-3.8%	11.7%	6.7%	-0.1%	-18.1	4.7%	4.4%	-5.8%
O=C(Nc1cc(Cl)ccc1-n1cncn1)C1CC1	-6.4%	-4.5%	-3.7%	18.4%	-5.9%	6.3%	-23.5%	13.4	5.7%	-5.8%	-19.7%
O=C(O)C(Oc1ccc2c(c1)oc(=O)c1ccccc12)c1ccccc1 (configuration not stated)	5.9%	?	-10.4%	-1.3%	30.0%	1.3%	0.1%	6.0	17.5%	4.0%	-7.0%
O=C(Nc1cccn(Cc2c(F)cccc2Cl)c1=O)NC1CCCCC1	-11.0%	?	-7.8%	?	1.8%	0.5%	4.8%	-5.7	-1.6%	-8.0%	-4.7%
CCn1c(C)[n+](CC)c2ccc(S(=O)(=O)N(C)C)cc21	0.7%	-0.7%	-7.5%	7.2%	7.0%	-0.6%	8.0%	-2.2	17.6%	-2.3%	-0.5%

Next part.
SMILES	Tb PFK block	BCR signal inh	PTAP TSG101 blk	ELG1 DNA repair	a7 integrin act	Mito fusion yeast	TCR activator	TSHR antag	ASM inhibitor	A-T KAP1 phos	Eya2 inh
Cc1ccc(Nc2cc(=O)[nH]c(=O)[nH]2)cc1C	-12.5%	-3.6%	-3.8%	4.7%	-18.6%	-1.9%	5.2%	2.6	-1.5%	-7.8%	-11.0%
CC(C)CCn1c(=O)c2c(nc3n2CCCN3Cc2ccccc2)n(C)c1=O	-1.5%	-1.5%	-4.3%	-15.5%	18.0%	21.6%	-4.3%	-1.1	-6.6%	3.9%	6.1%
NC(=O)CC(NC(=O)Cc1ccc(Br)cc1)c1ccc(N2CCC(N3CCCCC3)CC2)c([N+](=O)[O-])c1 (configuration not stated)	-3.4%	-0.6%	-2.0%	?	-43.6%	0.0%	0.6%	30.4	-5.9%	-8.8%	3.2%
O=C(Nc1ccnc(-c2cccnc2)n1)c1ccc(Cl)cc1	1.1%	-1.1%	-6.3%	22.1%	25.2%	1.5%	5.5%	18.2	-3.2%	1.8%	4.1%
NC1=NC(=O)/C(=C/c2ccsc2)S1	1.0%	?	-0.7%	?	7.2%	8.6%	6.8%	-3.1	2.3%	-2.0%	19.2%
CCCNc1ccc(S(=O)(=O)N(C(C)C)C(C)C)cn1	-2.5%	4.9%	-1.2%	3.2%	-13.9%	3.0%	-2.8%[46.1 µM]	19.6	2.2%	-6.1%	7.3%
COc1ccc(/C=C2\Oc3cc(OCC(=O)N4CC(O)C[C@H]4C(=O)O)ccc3C2=O)c(OC)c1OC (some centres not stated)	5.5%	-11.7%	-1.0%	?	5.4%	-3.6%	14.3%	-17.8	94.5%[activator]	1.0%	6.1%
O=C(CCCN1C(=O)c2ccccc2C1=O)Nc1ccccc1	-2.7%	?	-0.4%	-0.2%	-10.2%	0.9%	-5.7%	1.6	4.6%	-4.1%	-11.2%
